Bioassay records deposited in PubChem by several laboratories.
MOR-DOR ag: OPRM1-OPRD1 heterodimerization agonism. P35372+P41143. activation, % at 9.3 µM. cells, luminescence. hit rate 0.3% among 340,000; in the data active means activation above about 18%;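 further: 0% = vehicle-treated cells and 100% = reference agonist; values of inactives mirror those of a sister screen read the other way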
Target sequence (P35372 whole entry, looked up): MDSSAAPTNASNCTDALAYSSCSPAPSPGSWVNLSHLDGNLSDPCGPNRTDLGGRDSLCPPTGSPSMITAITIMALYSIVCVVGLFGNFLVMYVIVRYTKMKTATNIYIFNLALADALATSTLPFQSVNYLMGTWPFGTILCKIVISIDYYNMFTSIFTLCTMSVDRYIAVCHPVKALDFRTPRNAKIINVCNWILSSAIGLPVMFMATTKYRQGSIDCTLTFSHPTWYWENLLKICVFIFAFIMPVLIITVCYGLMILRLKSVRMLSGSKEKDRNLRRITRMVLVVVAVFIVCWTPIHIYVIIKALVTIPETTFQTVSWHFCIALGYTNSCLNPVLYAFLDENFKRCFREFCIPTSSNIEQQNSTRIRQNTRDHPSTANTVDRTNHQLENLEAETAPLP
Target sequence (P41143 whole entry, looked up): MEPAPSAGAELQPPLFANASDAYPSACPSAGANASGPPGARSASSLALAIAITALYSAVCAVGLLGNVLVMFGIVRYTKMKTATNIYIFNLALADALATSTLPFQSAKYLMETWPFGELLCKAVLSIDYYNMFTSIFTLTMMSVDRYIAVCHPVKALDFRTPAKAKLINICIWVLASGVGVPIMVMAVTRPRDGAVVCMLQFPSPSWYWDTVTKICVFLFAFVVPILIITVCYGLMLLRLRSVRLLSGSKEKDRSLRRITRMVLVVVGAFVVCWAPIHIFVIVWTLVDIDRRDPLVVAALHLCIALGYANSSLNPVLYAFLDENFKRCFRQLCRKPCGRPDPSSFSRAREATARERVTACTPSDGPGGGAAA
Arrestin-AP2 inh: inhibitors of human beta-arrestin and AP2 interaction | FITC-arrestin peptide / GST-AP2 beads, flow cytometry; AP2 beta2 appendage carries R879A mutation | inhibition, % at 10 µM | hit rate 0.31% among 340,000 | AID 504490;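 active means inhibition above a set limit, near 3 SD of compounds lacking own fluorescence, cut at about 54% in these data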;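 further: plate controls were DMSO wells for no effect and 5 µM unlabelled arrestin peptide for full effect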
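system = GST-tagged AP2 beta2-adaptin appendage (R879A) on 4 µm glutathione beads | reagent = FITC-labelled arrestin peptide probe, 50 nM final | schedule = compound with beads 12 min RT, then probe 1 h RT | signal = HyperCyt-sampled flow cytometry, FL1 channel, ex 488/em 535 nm | read-out = percent response from loss of bead-bound FITC fluorescence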
PfHsp90 yeast 2: growth inhibition of yeast expressing Plasmodium Hsp90; S. cerevisiae expressing PfHsp90, BacTiter-Glo ATP, 48 h; yeast lacking PDR1 and PDR3 efflux regulators; inhibition, % at 9.4 µM; hit rate 0.32% among 310,000; AID 504621;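 active means every replicate shows inhibition above about 80%, whatever the replicate mean, limit read from the data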;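 further: 0% = DMSO neutral controls and 100% = 20 µM radicicol positive controls; yeast relying on Plasmodium falciparum Hsp90 in place of its own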
AddAB inh: less growth of phage-infected E. coli with AddAB | E. coli expressing H. pylori AddAB, absorbance growth | inhibition, % at 11.9 µM | hit rate 0.29% among 330,000 | AID 435030; in the data active means inhibition above about 12%;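 further: 0% = vehicle wells of infected cells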
SUMO Mot1 rescue: blocks SUMOylation pathway, rescuing yeast Mot1-301 growth | growth rescue, % at 18.8 µM | S. cerevisiae Mot1-301 growth rescue, ATP luminescence, 38.5C; percent above DMSO median, 100 means doubled | hit rate 1% among 320,000;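 active means every valid replicate shows activation above 250% relative to neutral control wells; inactive means the rest, any valid replicate at or below 250%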;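 further: OY570 slx delta 5 strain wells were the positive control but not used for scaling; some compounds called inactive have numbers as strong as hits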
phage Ecoli inh: E. coli growth loss with phage present; growth absorbance; inhibition, % at 11.9 µM; hit rate 0.26% among 360,000; AID 651602; in the data active means inhibition above about 11%
Ecoli viability: bacterial growth inhibition, counter-screen for AddAB inhibitors. E. coli V3065 growth, OD600 absorbance, 18 h. inhibition, % at 11.9 µM. hit rate 0.27% among 330,000. AID 449728;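 active means inhibition above the campaign's mean inhibition across all tested compounds plus 3 SD, cut at about 9.9% in these data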;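 further: uninfected addAB+ strain grown without phage in ampicillin broth; 0% = DMSO wells and 100% = ciprofloxacin 0.95 µg/ml wells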
Pemphigus Ab inh: inhibitors of pemphigus antibody binding to human desmoglein-3. P32926. DSG3-coupled beads, scFv-anti-DSG3-GFP binding, flow cytometry; stronger effect = lower value. binding (percent of control), % at 10 µM. hit rate 0.48% among 310,000;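 active means binding more than 3 SD below its plate's average and above zero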; further: some compounds called inactive have numbers as strong as hits
MOR-DOR inv ag: inverse agonists of human mu-delta opioid receptor heterodimerization; inhibition, % at 9.3 µM; AID 504357; P35372+P41143; cell-based MOR-DOR heterodimer luminescence, inverse agonism; hit rate 0.21% among 340,000; in the data active means inhibition above about 22%, passing the limit was not always enough;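 further: 0% = cells with DMSO and 100% = wells without cells with DMSO; values of inactives mirror those of a sister screen read the other way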
PKA-R1A act: PKA-R1A complex activation; activation, % at 11.4 µM; P00514+P68181; hit rate 0.083% among 340,000; PKA-R1A dissociation, Cy5-IP20 fluorescence polarization; scaled: DMSO 0%, 113 µM cGMP 100%;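 active means percent activation above the mean of all tested compounds plus 3 SD, cut at about 19% in these data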;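 further: higher means more PKAc released from R1A so a rise in polarization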
Tat transport: inhibitors of E. coli Tat protein transport; E. coli MC4100 TorA-mCherry Tat export, fluorescence; inhibition, % at 10 µM; hit rate 0.036% among 340,000;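 active means mean replicate inhibition at least 50% and at least half of replicates individually reaching 50%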;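 further: exported cargo escapes ClpAP degradation while cytoplasmic cargo is degraded and loses fluorescence; 0% = median of neutral control wells and 100% = median of NaSCN control wells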
The depositor's hits bear a star; . = not tested or not shown.

SMILES,Pemphigus Ab inh,MOR-DOR inv ag,Ecoli viability,SUMO Mot1 rescue,MOR-DOR ag,PKA-R1A act,Tat transport,AddAB inh,phage Ecoli inh,Arrestin-AP2 inh,PfHsp90 yeast 2
COc1ccc(/C=C\C(=O)O[C@@H]2C(O)C(O[C@@H]3OC(C)[C@H](O[C@@H]4OCC(O[C@H]5O[C@H](CO)[C@@H](O)C(O)C5O)C(O)C4O)C(O)C3O)[C@H](OC(=O)[C@]34CCC(C)(C)C[C@@H]3C3=CCC5[C@@]6(C)CC(O)C(O[C@@H]7OC(CO)C(O)[C@H](O)[C@H]7O)[C@@](C)(C(=O)O)C6CC[C@@]5(C)[C@]3(CO)CC4)O[C@H]2C)cc1 (some centres undefined),103,-17,-1.1,-4,3.7,-5,-16,-1.1,.,-9,108*
CNC(=O)c1ccccc1NC(=O)c1c(O)c2c([nH]c1=O)CCCC2,106,4,-0.6,522*,-0.7,-9,-8,2.3,-0.5,-5,-8
Cc1nc2c([N+](=O)[O-])c(C)c(C)cc2[nH]1,96,-1,0.6,363,0.2,-6,4,2.9,4.6,1,1
O=S(=O)(c1ccc(SCc2ccccc2F)nc1)N1CCCC1,107,-3,1.2,20,0.7,-1,0,-0.4,-0.7,5,-9
CCN(Cc1ccncc1)C(=O)c1cccs1,96,15,-1.7,4,-2.8,-18,20,-0.9,3.3,0,-31
O=c1oc2c(CN3CCCCC3)c(O)ccc2c2c1CCCC2,107,0,0.2,-15,0.0,-4,1,0.4,0.5,4,4
C/C(Cl)=C\Cn1c(N2CCCC2)nc2c1c(=O)[nH]c(=O)n2C,101,15,-0.4,-10,-3.0,-2,9,3.8,2.0,7,4
C[C@H](CO)N1C[C@H](C)[C@@H](CN(C)S(=O)(=O)c2ccccc2)Oc2ccc(NC(=O)Nc3ccccc3)cc2C1=O,102,0,0.7,2,0.0,0,-2,4.4,4.6,54*,12
Cc1ccc(C)c(OCC(=O)NNC(=O)C2CCC2)c1,105,6,-0.5,6,-1.4,-10,-8,-1.6,-0.2,-7,36
Cc1ccc(C(=O)NNC(=S)Nc2cccc(Cl)c2Cl)cc1[N+](=O)[O-],103,17,0.9,26,-3.0,-6,17,-0.1,.,-7,8
Cc1cc(C)c2c(c1)C1(OCCO1)C(=O)N2,110,8,-1.7,195,-1.7,-2,-1,-0.5,1.4,-2,-9
CC1(C2CC2)NC(=O)N(CC(=O)N2CCN(c3cccc(C(F)(F)F)c3)CC2)C1=O (centres undefined),134,8,2.4,-18,-1.6,-8,-6,0.2,2.7,22,2
Cn1nc(C(=O)NCCOc2ccccc2)c2ccccc2c1=O,99,15,0.4,-6,-3.1,-6,-7,1.7,4.3,37,-37
Cc1ccc2nc(N(CCCN(C)C)C(=O)COc3ccc(Cl)cc3)sc2c1,120,-42,-1.0,-29,8.0,-12,-3,-0.6,3.0,-3,19
O=C(CSc1nc(C2CCCCC2)n(-c2ccccc2)n1)NCCN1C(=O)CSC1=O,100,6,2.2,-1,-1.1,3,8,2.4,2.2,-2,7
O=C(CCc1ccccc1)NN1C(=O)C2C3C=CC(O3)C2C1=O (centres undefined),99,10,0.8,-3,-2.0,2,3,3.9,3.0,14,-38
CCOC(=O)C1CCCN(c2ncnc3c2cnn3-c2cccc(C)c2)C1 (centres undefined),105,-18,-0.7,4,3.5,7,2,2.8,3.0,-7,16
CCOc1ccc(/C=N/OCC(=O)NCc2cccs2)cc1,84,21,-0.1,7,-4.2,-12,-11,1.9,4.4,-13,25
COc1cccc(C(=O)NNC(=O)/C=C/c2ccccc2)c1,106,13,.,30,-2.0,7,-2,.,0.7,-7,-18
CC(C)(C)C(=O)CN1C(=O)NC2(CCOc3ccccc32)C1=O (centres undefined),88,-9,.,-3,1.8,-1,1,.,2.7,-5,7
CCOC(=O)c1ccc(-c2c(C)cc3oc(=O)cc(-c4ccccc4)c3c2C)cc1,103,19,2.5,.,-4.0,-1,-5,-0.1,1.8,-21,-7
CC(C)CNC(=S)NC(=O)c1ccc(Cl)cc1Cl,105,-65,-0.4,24,9.5,6,2,-0.1,5.9,-9,-21
O=C(O)c1oc2ccccc2c1CN1CCN(c2ccccc2)CC1,101,16,-1.0,-5,-3.0,12,0,1.7,0.1,-1,5
CCOc1ccccc1-n1c(SCC(N)=O)nnc1-c1ccco1,101,7,-1.8,46,-1.2,-1,5,-2.6,.,7,10
CCOc1ccc(C(=O)Cc2cc(OC)c(OC)cc2[N+](=O)[O-])cc1,92,3,-2.2,8,-0.5,3,-1,0.8,1.9,-6,-17
CCCCNS(=O)(=O)c1ccc2nc(-c3cccnc3)cc(C(=O)NC(C)CC)c2c1 (centres undefined),94,-41,1.7,-3,8.0,-6,-2,2.3,3.3,2,-5
CC1CC(C)CN(C(=O)CCNC(=O)Cn2cnc3ccccc3c2=O)C1 (centres undefined),.,-21,-0.4,0,3.3,-1,-5,3.0,0.4,-4,16
Cc1c(OC(C)C(=O)NCCCN2CCOCC2)ccc2c3c(c(=O)oc12)CCCC3 (centres undefined),99,19,1.5,-12,-3.8,6,-4,4.4,-0.6,0,-14
Cc1ccc(NC(=O)c2ccc(C)cc2)cc1,100,6,0.0,-2,-1.2,8,7,3.7,3.5,3,-30
O=C(Cc1ccc(Br)cc1)N(Cc1ccccc1)c1ccccn1,101,6,5.6,1,-1.2,0,1,5.2,2.2,-5,19
COc1ccc(NC(=O)COC(=O)[C@@H](NC(=O)c2c(F)cccc2F)C(C)C)cc1,102,7,2.6,5,-1.0,3,-7,-0.9,3.2,-3,5
COc1ccc(S(=O)(=O)N2CCCCCC2)cc1NC(=O)c1ccccc1S(C)(=O)=O,113,6,-4.7,-13,-1.4,0,-2,-1.6,-0.1,-5,3
Cc1cc(Sc2nc(NC(C)(C)C)nc(N3CCOCC3)n2)nc(Cl)n1,104,-1,0.4,1,0.1,-1,-1,1.9,3.4,-2,7
NS(=O)(=O)c1ccc(Nc2nc(-c3ccccc3)cs2)cc1,96,5,-4.1,1,-1.1,-9,-3,1.4,4.1,-6,18
COc1ccccc1CCc1nnc(CCC(=O)NC(C)Cc2cccnc2)o1 (centres undefined),104,0,0.4,-1,0.0,-6,1,1.8,2.7,4,-33
Cc1ccc(CCNC(=O)CS(=O)Cc2nc(-c3ccccc3Cl)oc2C)cc1 (centres undefined),124,10,1.0,20,-2.0,-2,-3,2.2,-0.9,21,-2
COc1cc(CNC2CCCCCC2)cc(OC)c1,99,-10,-2.7,-25,1.6,-15,-3,0.4,1.5,-5,9
CC(Oc1ccc(F)cc1)C(=O)/C=C\N(C)C (centres undefined),.,9,-4.9,11,-1.7,-8,6,3.0,2.5,-5,.
O=C(COC(=O)c1cccc(N2C(=O)C3CC=CCC3C2=O)c1)c1ccccc1 (centres undefined),99,16,-2.5,10,-3.4,-12,-7,1.2,0.2,-14,-5
COC(=O)[C@@]12CCCCN1[C@H](c1ccc(-c3ccc(C(C)=O)cc3)cc1)[C@@H]1C(=O)N(C)C(=O)[C@@H]12,100,5,-0.5,737*,-1.1,6,6,1.6,1.5,-2,17
Cc1cccc(NC(=O)c2cccc(OC(=S)N3CCOCC3)c2)c1C,99,3,0.9,4,-0.6,2,3,-0.3,1.7,18,-20
COc1ccc(CNc2nnnn2C)cc1,96,21,1.0,5,-4.6,19*,-3,1.6,5.4,-12,-9
COc1ccc(N2CCN(CCNC(=O)Nc3ccc([N+](=O)[O-])cc3OC)CC2)cc1,97,1,.,2,-0.3,6,20,.,1.5,3,-7
COc1ccc(OC)c(Nc2cc3ccccc3c(=O)[nH]2)c1,100,0,0.3,23,-0.1,-21,-27,4.4,1.3,11,-3
Cc1c(C#N)c(N)nc2c3c(sc12)NC(=O)CC3c1ccc(Cl)cc1 (centres undefined),102,-59,-1.2,-2,10,0,3,3.6,2.6,0,-10
O=C(C[C@@H]1C/C=C\C[C@@H](Cc2ccc(F)cc2)C(=O)OC[C@@H](Cc2ccccc2)NC1=O)N[C@H](CO)Cc1ccccc1,104,13,-2.5,-8,-2.3,8,11,2.8,0.4,-5,-10
CS(=O)(=O)c1ccc(Cl)c(NC(=O)CN2CCN(C(=O)c3cccs3)CC2)c1,92,6,-2.1,-7,-1.2,-7,-1,-1.0,-3.4,-10,.
CC(C)=CC(=O)NCc1c(Cl)cccc1-n1cccc1,100,10,0.6,73,-1.8,2,3,0.6,0.3,4,-14
COc1ccc2cc3c(N)nn(C(=O)C4CCC(C(C)(C)C)CC4)c3nc2c1 (centres undefined),96,9,-2.5,-6,-1.6,-2,-3,-0.2,3.3,1,-23
O=C(NCC1CCCO1)NC1CCCCC1 (centres undefined),.,17,-3.8,4,-3.4,-1,-2,-1.5,1.4,-3,-3
CC(=NNc1ccccc1)C(C)=NNc1ccccc1,115,3,.,.,-0.6,9,10,.,-0.1,18,20
CCOC(=O)c1cnc2ccc(C(=O)OC)cc2c1Nc1ccc2c(c1)OCCO2,120,-18,-0.9,82,3.0,-9,17,1.4,1.8,0,-48
Cc1ccnc(NS(=O)(=O)c2ccc(NC(=O)c3ccc(S(=O)(=O)N4CCCC4)cc3)cc2)n1,104,-2,2.9,2,0.5,-9,-12,1.2,1.9,26,-17
Cc1ccc(C(=O)NC(=S)Nc2ccc(-c3cc4ccccc4oc3=O)cc2)c(C)c1,97,10,0.2,-2,-1.8,-11,9,3.2,0.9,27,1
COc1ccc(CCn2nnnc2C(c2ccc(C)cc2)N2CCN(C)CC2)cc1OC (centres undefined),104,6,-0.3,-7,-1.1,7,1,0.1,1.8,-7,-2
CC(C)n1nnnc1SCC(=O)NNC(=O)C1CCCCC1,98,12,-0.4,0,-2.1,4,-12,1.8,0.2,9,6
COc1ccc(-n2c(Cn3c(=O)sc4ccccc43)nnc2SCC(N)=O)cc1,107,6,0.3,-4,-1.2,-3,7,3.2,2.3,-6,-5
CCCCNC(=O)C1CC(=O)N(CCc2ccc(C)cc2)C1 (centres undefined),101,19,-1.9,6,-4.0,16,-6,1.2,0.9,18,-8
CCCCCCNC(=O)c1cccc(-c2ccc(C)c3ccccc23)n1,101,-9,-3.2,-8,1.6,8,-6,1.4,2.7,12,3
CCN1CCN(c2c(C(=O)c3ccc(OC)cc3)cnc3ccccc23)CC1,104,8,0.0,-9,-1.6,3,-4,1.8,3.6,-3,-4
